NPY-Y2 PAM-ag: potentiators or agonists of human neuropeptide Y receptor Y2. cells expressing NPY-Y2, potentiator/agonist read-out. AID 1359. activation, % at 3.6 µM. P49146. hit rate 0.45% among 220,000; in the data active = activation above about 27%;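 note: cells stimulated with NPY near EC25 plus isoproterenol at EC100; 0% = vehicle plus submaximal agonist and 100% = vehicle plus saturating agonist; some results beyond the cut were filed as inactive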
RBBP9 inh: human RBBP9 hydrolase inhibition. O75884. recombinant RBBP9, FP-Rh probe fluorescence polarization. inhibition, % at 7.94 µM. hit rate 0.2% among 220,000. AID 1515;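 active = inhibition above the campaign mean of all tested compounds plus 3 SD, cut at about 14% in these data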;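 note: plate controls were DMSO wells with RBBP9 for no effect and wells lacking RBBP9 protein for full effect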
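Measured by – fluorescence polarization · Test system – RBBP9 protein · Input – 2.5 µM RBBP9 dispensing solution, before mixing · Measure – percent inhibition from mP, scaled between DMSO and no-protein wells · Benchmarks – DMSO-treated enzyme wells and wells lacking RBBP9 · Times – preincubation 30 min plus labeling 45 min at 25 °C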
Runt-CBFb FRET: blocks binding of human RUNX1 Runt domain to CBFb | Q01196+Q13951 | Cerulean-Runt/Venus-CBFb FRET ratio 530/480, 1 h | inhibition, % at 20 µM | hit rate 0.46% among 220,000 | AID 1496;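 active = inhibition over about 50% at 20 µM in the single-dose screen, limit read from the data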;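 note: 0% = DMSO wells and 100% = excess unlabeled CBFb competitor control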
Target sequence (Q01196 whole entry, looked up, the tested form may be a part): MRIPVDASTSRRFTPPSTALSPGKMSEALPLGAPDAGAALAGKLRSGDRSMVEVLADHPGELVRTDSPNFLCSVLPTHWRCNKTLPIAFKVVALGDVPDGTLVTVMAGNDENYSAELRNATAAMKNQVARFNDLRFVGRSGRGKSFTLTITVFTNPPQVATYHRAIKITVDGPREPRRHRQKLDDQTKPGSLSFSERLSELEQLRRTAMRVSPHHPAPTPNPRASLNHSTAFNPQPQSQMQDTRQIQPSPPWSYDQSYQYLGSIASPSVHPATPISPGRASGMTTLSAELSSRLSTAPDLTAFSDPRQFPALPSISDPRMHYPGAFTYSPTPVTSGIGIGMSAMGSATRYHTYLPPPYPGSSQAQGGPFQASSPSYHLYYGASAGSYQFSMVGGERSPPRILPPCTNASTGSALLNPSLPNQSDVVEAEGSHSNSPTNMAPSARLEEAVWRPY
Target sequence (Q13951 whole entry, looked up, the tested form may be a part): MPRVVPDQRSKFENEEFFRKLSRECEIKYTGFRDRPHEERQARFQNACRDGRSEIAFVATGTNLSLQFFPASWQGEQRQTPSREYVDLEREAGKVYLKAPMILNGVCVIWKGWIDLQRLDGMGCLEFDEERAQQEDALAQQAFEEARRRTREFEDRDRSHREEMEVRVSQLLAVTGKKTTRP
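Assay system: Cerulean-Runt domain fusion protein, energy donor; Signal: fluorescence energy transfer, 422 nm excitation, 530/480 nm emission; Timing: 1 h compound exposure, room temperature; Control set: unlabeled CBFb; Medium: Tris buffer pH 7.5 with salts and BSA; Compound: single test concentration of 20 µM, 1% DMSO final; Probe or stimulus: Venus-CBFb 100 nM.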
BaF3 tox: reduces parental Ba/F3 cell viability, JAK2V617F counter-screen | CellTiter-Glo ATP luminescence | inhibition, % at 5.6 µM | hit rate 1.1% among 220,000 | AID 1486;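 active = inhibition above a per-campaign cutoff, the mean inhibition of all tested compounds plus 3 SD, cut at about 27% in these data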;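 note: 0% = DMSO wells and 100% = JAK Inhibitor I control wells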
Ba/F3 V617F tox: reduce viability of Ba/F3 cells dependent on JAK2V617F; Ba/F3 EpoR-JAK2V617F viability, ATP luminescence; inhibition, % at 5.6 µM; hit rate 1.1% among 220,000; AID 1446;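 active = inhibition above the campaign mean plus 3 SD over all tested compounds, cut at about 24% in these data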;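 note: cytokine-independent growth of Ba/F3 cells driven by EpoR plus mutant JAK2; 0% = DMSO-treated cells and 100% = JAK inhibitor I control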
S1P4 ag: human S1P4 receptor agonism; O95977; S1P4-expressing cell line, agonist reporter assay; activation, % at 4.98 µM; hit rate 0.35% among 220,000; AID 1509; in the data active = activation above about 11%;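 note: 0% = DMSO vehicle and 100% = reference agonist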
NPY1 pot ag: potentiates or activates human NPY-Y1 receptor. P25929. NPY-Y1 expressing cells, potentiator/agonist activation. activation, % at 3.6 µM. hit rate 0.37% among 220,000. AID 1304; in the data active = activation above about 33%, passing the limit was not always enough;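 note: cells stimulated with NPY at EC10 then isoproterenol at EC100; 0% = low agonist plus stimulus and 100% = saturating agonist plus stimulus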
Target sequence (P25929 whole entry, looked up): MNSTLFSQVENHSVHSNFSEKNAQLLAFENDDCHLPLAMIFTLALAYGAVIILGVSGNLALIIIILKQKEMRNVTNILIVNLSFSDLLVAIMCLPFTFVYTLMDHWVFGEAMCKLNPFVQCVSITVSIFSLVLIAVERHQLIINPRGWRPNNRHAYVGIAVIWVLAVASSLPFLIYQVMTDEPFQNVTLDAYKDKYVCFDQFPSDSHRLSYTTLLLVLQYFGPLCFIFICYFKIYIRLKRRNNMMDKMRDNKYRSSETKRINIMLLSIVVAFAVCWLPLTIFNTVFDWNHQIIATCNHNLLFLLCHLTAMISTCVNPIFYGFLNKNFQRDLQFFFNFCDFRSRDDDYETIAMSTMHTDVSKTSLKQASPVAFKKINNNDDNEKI
S1P4 antag: antagonists of human S1P4 receptor; hit rate 0.26% among 220,000; S1P4-expressing cells, antagonist mode, reporter read-out; inhibition, % at 4.98 µM; in the data active = inhibition above about 29%;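 note: 0% = wells stimulated with agonist and 100% = vehicle wells without agonist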
NPY-Y1 antag: blocks the human neuropeptide Y Y1 receptor; inhibition, % at 3.6 µM; AID 1040; hit rate 1% among 200,000; HEK293-CNG Y1 cells, membrane potential fluorescence; NPY at EC95, then isoproterenol;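 active = inhibition above the campaign mean inhibition of all tested compounds plus 3 SD, cut at about 20% in these data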;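 note: 0% = DMSO wells given NPY plus isoproterenol and 100% = isoproterenol alone without NPY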
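Benchmarks – high control isoproterenol alone, low control NPY with isoproterenol · Material – HEK293 Y1/CNG channel cell line · Times – dye 3 h, compound 60 min room temperature, stimulation 45 min · Probe or stimulus – NPY (25 nM), isoproterenol (1 µM), Ro 20-1724 (25 µM) · Evaluation – % inhibition of NPY effect · Signal – fluorescence, membrane potential probe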
* hit, by the source's call.

For COc1ccc(OC)c(C2C(C(=O)Nc3ccccc3OC)=C(C)Nc3nc(CCCO)nn32)c1 (centres undefined) the results were NPY-Y2 PAM-ag -5, RBBP9 inh 0, Runt-CBFb FRET 1, BaF3 tox 4, Ba/F3 V617F tox 1, S1P4 ag 1.9, NPY1 pot ag -1, S1P4 antag 7 and NPY-Y1 antag 1.
Screening CCCCn1cnc2c(c(-c3ccccc3)c(-c3ccccc3)n2Cc2ccco2)c1=N returned NPY-Y2 PAM-ag 52*, RBBP9 inh -4, Runt-CBFb FRET -3, BaF3 tox -6, Ba/F3 V617F tox 6, S1P4 ag -0.3, NPY1 pot ag 52* and S1P4 antag 11.
O=C(CCN1C(=O)/C(=C\c2ccccc2)SC1=S)NNC(=O)c1cccnc1 was read as NPY-Y2 PAM-ag 5, RBBP9 inh -3, Runt-CBFb FRET 1, BaF3 tox 5, Ba/F3 V617F tox -3, S1P4 ag 0.6, NPY1 pot ag -2, S1P4 antag -9 and NPY-Y1 antag 3.
O=C(O)C1CCC(=O)N(C2CCCCC2)C1c1ccccc1 (centres undefined) was read as NPY-Y2 PAM-ag -2, RBBP9 inh -7, Runt-CBFb FRET -1, BaF3 tox 5, Ba/F3 V617F tox 1, S1P4 ag -1.2, NPY1 pot ag 18, S1P4 antag -8 and NPY-Y1 antag 3.
`CC(=O)Nc1cccc(S(N)(=O)=O)c1C` gave NPY-Y2 PAM-ag -6, RBBP9 inh -8, Runt-CBFb FRET -2, BaF3 tox 0, Ba/F3 V617F tox 0, S1P4 ag -1.0, NPY1 pot ag 3 and S1P4 antag -9.
Screening C=CCn1c(SCC(=O)NC2CCS(=O)(=O)C2)nnc1-c1cc2c(s1)CCC(CC)C2 (centres undefined) returned NPY-Y2 PAM-ag 5, RBBP9 inh -4, Runt-CBFb FRET -8, BaF3 tox 2, Ba/F3 V617F tox 10, S1P4 ag -0.2, NPY1 pot ag 20, S1P4 antag -5 and NPY-Y1 antag -7.
Screening CSc1n[nH]c(-c2sccc2OCc2ccc(C)cc2)n1 returned NPY-Y2 PAM-ag -3, RBBP9 inh -7, Runt-CBFb FRET 2, BaF3 tox 2, Ba/F3 V617F tox -3, S1P4 ag 1.0, NPY1 pot ag -15, S1P4 antag -12 and NPY-Y1 antag 0.
Cc1ccc(NS(=O)(=O)c2cccc(C(=O)NCC(c3cccs3)N(C)C)c2)cc1 (centres undefined) was read as NPY-Y2 PAM-ag 12, RBBP9 inh -5, Runt-CBFb FRET 0, BaF3 tox 2, Ba/F3 V617F tox 1, S1P4 ag 1.8, NPY1 pot ag -4, S1P4 antag -8 and NPY-Y1 antag 0.
Screening CC(C)(C)c1ccc(C(=O)NNC(=O)Cc2ccccc2)cc1 returned NPY-Y2 PAM-ag -12, RBBP9 inh -8, Runt-CBFb FRET 2, BaF3 tox 3, Ba/F3 V617F tox 0, S1P4 ag -3.7, NPY1 pot ag -1, S1P4 antag 11 and NPY-Y1 antag -1.
CNc1ccccc(C(=O)/C=C/c2ccccc2OC)c1=O was read as NPY-Y2 PAM-ag 2, RBBP9 inh -5, Runt-CBFb FRET -1, BaF3 tox 5, Ba/F3 V617F tox -2, S1P4 ag 0.8, NPY1 pot ag -4, S1P4 antag -7 and NPY-Y1 antag -4.
CN1C(=O)NC(c2ccc(O)cc2)C2=C1CN(c1ccc(O)cc1)C2=O (centres undefined) was read as NPY-Y2 PAM-ag 4, RBBP9 inh -1, Runt-CBFb FRET -1, BaF3 tox 0, Ba/F3 V617F tox 3, S1P4 ag 1.9, NPY1 pot ag -19, S1P4 antag -3 and NPY-Y1 antag -5.
`Cc1nn(C)c(Oc2ccc(Cl)cc2)c1C=O` gave NPY-Y2 PAM-ag 13, RBBP9 inh -6, Runt-CBFb FRET 0, BaF3 tox 0, Ba/F3 V617F tox -3, S1P4 ag 1.0, NPY1 pot ag 7, S1P4 antag -21 and NPY-Y1 antag 1.
Cc1cccc(/N=C/c2c(O)[nH]c3ccccc23)n1 was read as NPY-Y2 PAM-ag 1, RBBP9 inh -2, Runt-CBFb FRET 1, BaF3 tox 1, Ba/F3 V617F tox 0, S1P4 ag 0.7, NPY1 pot ag 9, S1P4 antag 0 and NPY-Y1 antag -4.
`N#CC1=C(N)Oc2n[nH]c(-c3ccccc3)c2C1c1cccnc1` (centres undefined) gave NPY-Y2 PAM-ag -16, RBBP9 inh 2, Runt-CBFb FRET 0, BaF3 tox 3, Ba/F3 V617F tox -1, S1P4 ag -0.2, NPY1 pot ag 13, S1P4 antag -5 and NPY-Y1 antag 17.
Screening COc1ccc(CNC(=O)c2ccc(Br)o2)cc1 returned NPY-Y2 PAM-ag 6, RBBP9 inh -12, Runt-CBFb FRET 1, BaF3 tox 4, Ba/F3 V617F tox -1, S1P4 ag 0.1, NPY1 pot ag 5, S1P4 antag 9 and NPY-Y1 antag 8.
Screening O=C1NC2CCCCC2NC1CC(=O)N1CCN(c2ccccc2)CC1 (centres undefined) returned NPY-Y2 PAM-ag 8, RBBP9 inh -8, BaF3 tox 3, Ba/F3 V617F tox -1, S1P4 ag 1.4, NPY1 pot ag -2, S1P4 antag -25 and NPY-Y1 antag -7.
Cc1nc([N+](=O)[O-])c(C(=O)OCc2ccccc2F)n1C was read as NPY-Y2 PAM-ag -9, RBBP9 inh 0, Runt-CBFb FRET -1, BaF3 tox -1, Ba/F3 V617F tox -3, S1P4 ag 1.8, NPY1 pot ag -3, S1P4 antag -12 and NPY-Y1 antag 3.
For CN1CCN(CCCNC(=O)c2cc3c(-c4ccc(Cl)cc4)nn(C)c3s2)CC1 the results were NPY-Y2 PAM-ag 8, RBBP9 inh -12, Runt-CBFb FRET 3, BaF3 tox 10, Ba/F3 V617F tox 6, S1P4 ag -3.8, NPY1 pot ag 0, S1P4 antag -1 and NPY-Y1 antag 3.
O=S(=O)(/N=C(/c1ccccc1)N1CCCCCC1)c1ccccc1 was read as NPY-Y2 PAM-ag 9, RBBP9 inh 3, Runt-CBFb FRET 0, BaF3 tox 2, Ba/F3 V617F tox -1, S1P4 ag -0.6, NPY1 pot ag 12, S1P4 antag 23 and NPY-Y1 antag 5.
Screening COc1cc(C(=O)c2c(C)c(CCC#N)n3ccccc23)cc(OC)c1OC returned NPY-Y2 PAM-ag -3, RBBP9 inh -3, Runt-CBFb FRET 0, BaF3 tox 11, Ba/F3 V617F tox 2, S1P4 ag 0.2, NPY1 pot ag -7, S1P4 antag 11 and NPY-Y1 antag -3.

3 structures from above, sorted by number of heavy atoms, rising:
`CC(=O)Nc1cccc(S(N)(=O)=O)c1C` gave NPY-Y2 PAM-ag -6, RBBP9 inh -8, Runt-CBFb FRET -2, BaF3 tox 0, Ba/F3 V617F tox 0, S1P4 ag -1.0, NPY1 pot ag 3 and S1P4 antag -9.
Cc1ccc(NS(=O)(=O)c2cccc(C(=O)NCC(c3cccs3)N(C)C)c2)cc1 (centres undefined) was read as NPY-Y2 PAM-ag 12, RBBP9 inh -5, Runt-CBFb FRET 0, BaF3 tox 2, Ba/F3 V617F tox 1, S1P4 ag 1.8, NPY1 pot ag -4, S1P4 antag -8 and NPY-Y1 antag 0.
For COc1ccc(OC)c(C2C(C(=O)Nc3ccccc3OC)=C(C)Nc3nc(CCCO)nn32)c1 (centres undefined) the results were NPY-Y2 PAM-ag -5, RBBP9 inh 0, Runt-CBFb FRET 1, BaF3 tox 4, Ba/F3 V617F tox 1, S1P4 ag 1.9, NPY1 pot ag -1, S1P4 antag 7 and NPY-Y1 antag 1.

(further entries)
`CC(=O)C1=C(O)C(=O)OC1c1ccc(Cl)cc1` (centres undefined) gave NPY-Y2 PAM-ag 10, RBBP9 inh -7, Runt-CBFb FRET -3, BaF3 tox 4, Ba/F3 V617F tox -1, S1P4 ag 0.6, NPY1 pot ag 1 and S1P4 antag -5.
`COc1ccc(OC(=O)c2cccnc2)cc1` gave NPY-Y2 PAM-ag 0, RBBP9 inh 0, Runt-CBFb FRET 0, BaF3 tox 1, Ba/F3 V617F tox 0, S1P4 ag -0.1, NPY1 pot ag 7, S1P4 antag 0 and NPY-Y1 antag 15.
O=c1c([N+](=O)[O-])c(NCCN2CCCCCC2)c2ccccc2n1-c1ccccc1 was read as NPY-Y2 PAM-ag -3, RBBP9 inh -5, Runt-CBFb FRET 2, BaF3 tox 11, Ba/F3 V617F tox 4, S1P4 ag 0.3, NPY1 pot ag -8, S1P4 antag -6 and NPY-Y1 antag 0.
`Nc1ccc(Cc2nc3cc4ccccc4cc3[nH]2)cc1` gave NPY-Y2 PAM-ag 6, RBBP9 inh -4, Runt-CBFb FRET -3, BaF3 tox 0, Ba/F3 V617F tox 0, S1P4 ag 0.5, NPY1 pot ag 17, S1P4 antag 14 and NPY-Y1 antag -3.
`CC1CCCCN1C(=O)COc1ccc2ccc(=O)oc2c1` (centres undefined) gave NPY-Y2 PAM-ag -10, RBBP9 inh 1, Runt-CBFb FRET 1, BaF3 tox 6, Ba/F3 V617F tox 4, S1P4 ag -1.6, NPY1 pot ag 4, S1P4 antag -9 and NPY-Y1 antag -4.
COC(=O)c1ccc(C(=S)N2CCCCC2)cc1 was read as NPY-Y2 PAM-ag 13, RBBP9 inh -2, Runt-CBFb FRET -2, BaF3 tox 2, Ba/F3 V617F tox -3, S1P4 ag 2.0, NPY1 pot ag 11, S1P4 antag 9 and NPY-Y1 antag 6.
CC(C)Cn1c(-c2ccccc2)nc(=S)c2c1CCCC2 was read as NPY-Y2 PAM-ag -12, RBBP9 inh -4, Runt-CBFb FRET 0, BaF3 tox 2, Ba/F3 V617F tox 0, S1P4 ag -2.4, NPY1 pot ag -13, S1P4 antag -18 and NPY-Y1 antag 1.
CCN(CC)c1ccc(CNc2ccc(Br)cn2)cc1 was read as NPY-Y2 PAM-ag 5, RBBP9 inh 8, Runt-CBFb FRET 2, BaF3 tox 3, Ba/F3 V617F tox -2, S1P4 ag 1.5, NPY1 pot ag -5, S1P4 antag -22 and NPY-Y1 antag 2.
Screening COc1ccc(F)cc1S(=O)(=O)N1CCN(Cc2ccc3c(c2)OCO3)CC1 returned NPY-Y2 PAM-ag -15, RBBP9 inh -5, Runt-CBFb FRET 0, BaF3 tox 6, Ba/F3 V617F tox 4, S1P4 ag 1.5, NPY1 pot ag -10, S1P4 antag -19 and NPY-Y1 antag 9.
Screening CC1(C)CC(=O)C2=C(C1)N(c1ccc(F)cc1)C(=O)C2(NC(=O)c1ccccc1)C(F)(F)F (centres undefined) returned NPY-Y2 PAM-ag 7, RBBP9 inh -3, Runt-CBFb FRET -2, BaF3 tox 3, Ba/F3 V617F tox -1, S1P4 ag -0.4, NPY1 pot ag -1, S1P4 antag -21 and NPY-Y1 antag 6.

Screening data (PubChem BioAssay)
